# PLK1 PBD inh: inhibitors of human PLK1 polo-box domain binding; Potency, µM, for inactives: max response, negative = inhibition, actives largely listed as inhibitors; Plk1 PBD binding of FITC phosphopeptide, fluorescence polarization; P53350; 2.8% of 360,000 active; further: potency means the concentration at half of the fitted maximal effect; series mostly up to about 57 µM; on the % scale 0 is the no-effect control and ±100 the full control effect; nearly all actives have a fitted effect of over 65% in size
# WRN helicase inh: WRN helicase (human) inhibition | AID 651768 | 0.46% of 360,000 active | WRN helicase unwinding, fluorescent forked duplex, kinetic | Q14191 | Potency, µM (highest dose often 114 µM), without a hit: at the top dose activity change, negative = inhibition, most hits filed as inhibitors; further: potency means the concentration at half of the fitted maximal effect; on the % scale 0 is the no-effect control and ±100 the full control effect; nearly all actives have a fitted effect of over 55% in size
#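 WRN at 20 nM final was preincubated with compound for 15 min at room temperature; reaction started with 100 nM forked duplex oligonucleotide carrying fluorophore and quencher plus 2 mM ATP (final). Unwinding followed kinetically by red fluorescence (ex 525/em 598 nm).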
# Abeta yeast res: A-beta toxicity reversal in yeast. yeast expressing A-beta42, growth rescue, OD600, 48 h; response scale: 0% DMSO, 100% iron-clioquinol control. Potency, µM (series often up to 46.1 µM), for the others: at the highest dose growth rescue, hits mostly activators. 0.063% of 410,000 active; further: potency means the concentration at half of the fitted maximal effect; nearly all actives have a fitted effect of over 55% in size
#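 Yeast A-beta toxicity model in growth medium with pinned compounds, 48 h at 30 C; growth read as absorbance at 600 nm. Normalized to FeCl3/clioquinol equimolar mix (positive) and DMSO (negative).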
# EPAC1 agonist: activates human EPAC1 exchange factor. O95398. EPAC1 agonist qHTS, biochemical assay; response scale: 100% = response to 6.5 mM cAMP. Potency, µM (doses to about 154 µM), without a hit: at the highest dose activation, most hits filed as activators. 0.073% of 360,000 active. AID 720707; further: potency means the concentration at half of the fitted maximal effect; nearly all actives have a fitted effect of over 60% in size
#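 Compounds were pinned as a concentration titration into mixtures of EPAC1 (100 nM), BODIPY-GDP-loaded Rap1B (250 nM) and GDP (50 uM). After 5 min at room temperature, fluorescence was followed for 30 min; activity was scaled to 6.5 mM cAMP.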
# IL-2 act: IL-2 activation | IL-2 activation reporter assay, cell-based qHTS; stimulated with anti-CD3/CD4/CD28 beads; in transgenic mouse T cells | activation, % (series mostly up to about 46 µM) | 0.065% of 360,000 active; in the data active means activation above about 50%; inconclusive means mostly about 30% to 49%; further: 0% is about no effect
#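 Quantitative HTS in unstimulated transgenic mouse T cells, with memory T cells as non-tolerant control and PMA/ionomycin as tolerance-bypass control. Compound pretreatment lasted 60 minutes before 18 h bead stimulation; EGFP/DsRed fluorescence read.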
# FUS suppressor: FUS proteinopathy suppression in yeast | S. cerevisiae FUS-expressing, growth rescue, OD600, 24 h | Potency, µM (highest dose often 76.6 µM), inactives show at the top dose growth rescue (activation), hits mostly activators | 0.24% of 390,000 active | AID 1347120;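 further: potency means the concentration at half of the fitted maximal effect; plate controls were DMSO vehicle for no effect and reference control for full effect; nearly all actives have a fitted effect of over 55% in size; some results filed as inactive show a strong effect at the top dose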
#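 FUS-expressing yeast, raffinose-pregrown, induced in 2% galactose minimal medium at OD 0.005; compounds in a dilution series, 24hr at 30C. Growth restoration read as absorbance at 600 nm. CP55940 positive control, DMSO negative.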
# PI5P4K alpha inh: inhibitors of human PI5P4K alpha; P48426; PI5P4Kalpha enzyme, ADP-Glo luminescence, 60 min; hits give low values; max response, %; 1.2% of 330,000 active; active means max response of -50% or lower; inconclusive means between -30% and -50%; inactive means -30% or higher; further: value at the top dose of about 77 µM; on the % scale 0 is the no-effect control and ±100 the full control effect
# Target sequence (P48426 whole entry, looked up): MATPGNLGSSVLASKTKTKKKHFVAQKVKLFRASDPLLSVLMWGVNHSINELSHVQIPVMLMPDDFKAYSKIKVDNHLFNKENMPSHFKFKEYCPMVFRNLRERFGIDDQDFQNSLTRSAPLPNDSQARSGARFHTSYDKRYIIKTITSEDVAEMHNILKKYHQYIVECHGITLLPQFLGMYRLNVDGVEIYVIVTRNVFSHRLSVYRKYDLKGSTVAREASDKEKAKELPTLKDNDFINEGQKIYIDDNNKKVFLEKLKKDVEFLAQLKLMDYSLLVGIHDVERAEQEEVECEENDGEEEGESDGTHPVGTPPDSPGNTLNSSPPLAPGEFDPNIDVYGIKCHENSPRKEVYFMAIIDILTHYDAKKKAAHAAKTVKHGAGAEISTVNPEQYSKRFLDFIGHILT
#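 Quantitative HTS of the MLSMR library against PI5P4Kalpha with substrate. ATP added last at 5 microM final; room temperature, 60 minutes. Remaining ATP depleted, ADP converted and read as luminescence.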
# EPAC1 antagonist: antagonists of human EPAC1 | Potency, µM (series often up to 115 µM), for the others: at the highest dose activity change, negative = inhibition, hits mostly inhibitors | 0.14% of 360,000 active | EPAC1 GEF assay, Rap1b-BODIPY-GDP exchange fluorescence | O95398;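 further: potency means the concentration at half of the fitted maximal effect; plate controls were vehicle for no effect and positive control for full effect; nearly all actives have a fitted effect of over 50% in size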
# The depositor's hits bear a star; ? = inconclusive; · = not tested or not shown; & = joins results of further samples; [ ] = dose if it differs, or a comment. Unless noted, the call rests on the fitted dose curve; in most records, active means well fitted curve in the direction sought with a large enough effect; inconclusive means small, poorly fitted or top-dose-only effect, or another doubt; inactive means no such curve, though single readings can be large; an effect the other way counts as inactive or inconclusive.
SMILES,PLK1 PBD inh,WRN helicase inh,Abeta yeast res,EPAC1 agonist,IL-2 act,FUS suppressor,PI5P4K alpha inh,EPAC1 antagonist
Cc1ccc([N+](=O)[O-])cc1S(=O)(=O)NCc1cccnc1,-12.1%,4.4%,-12.9%,7.1%,-2.0,27.4%,5.3,-10.8%
Cc1ccc(S(C)(=O)=NC(=O)NC(=O)c2c(Cl)cccc2Cl)cc1 (stereo unspecified),-2.9%,-26.4%,14.5%,7.8%,-0.1,-18.2%,3.5,-22.9%
CC1=C(C(=O)OC(C)C)C(c2ccccc2)NC(=S)N1C (stereo unspecified),-6.0%,3.7%,2.4%,4.2%,-4.1,·,-7.6,-25.1%
Cc1cccc(CN2C(=O)c3ccccc3S(=O)(=O)c3ccc(C(=O)NCCCN4CCCC4)cc32)c1,4.6%,-1.1%,-25.0%,-8.4%,-0.1,19.8%,-5.8,-10.2%
COc1ccc(OC)c(Cc2nnc(CCC(=O)N3CCN(C4CCCC4)CC3)o2)c1,-1.0%,3.1%,-7.0%,5.0%,2.7,15.3%,9.7,-8.2%
CC(=O)c1cccc(NC(=O)CNC(=O)Cc2cccc3ccccc23)c1,-9.2%,-2.3%,-6.8%,-8.8%,1.3,0.0%,-0.8,2.8%
CCn1c(C(=O)NC(C)c2ccc3c(c2)OCCO3)cc2sccc21 (stereo unspecified),-3.6%,-8.3%,-24.1%,4.0%,-1.4,20.4%,-3.2,-10.8%
C=C(C)CN(CC)C(=O)CSc1nc(O)cc(=O)n1C1CCCC1,-7.2%,0.8%,1.1%,4.9%,-0.1,27.8%,4.7,-0.8%
CCCc1cc(=O)[nH]c(SCC(=O)c2c[nH]c3ccccc23)n1,18.9µM*,2.7%[57.1 µM],-9.3%,9.7%,-0.9,9.4%,-21.4,-24.6%
CCOC(=O)[C@]12CCCC=C1N(Cc1cccc3ccccc13)C(=O)[C@H](CC(=O)NCc1cccc(C(F)(F)F)c1)C2,-3.4%,-7.0%,1.7%,-11.2%,-0.9,?,23.5,-7.0%
CN(CCCNC(=O)C1CCC(=O)N1Cc1ccccc1Cl)c1ccccc1 (stereo unspecified),-6.7%,-4.7%,10.5%,9.4%,-0.9,?,·,-1.5%
COc1ccc(-c2cc(C(=O)Nc3ccc(S(=O)(=O)Nc4ncccn4)cc3)c3ccccc3n2)cc1,-14.4%,2.5%,-1.1%,1.3%,0.3,13.7%,-8.2,-13.7%
COc1cc(C(C(=O)NC2CCCC2)N(C(=O)c2snc(C(N)=O)c2N)C2CCCC2)cc(OC)c1OC (stereo unspecified),0.5%,5.1%,8.7%,-6.2%,6.0,19.1%,4.4,4.7%
Clc1ccc(-c2cn3cc(Cl)ccc3n2)cc1,-8.6%,-2.3%,-12.6%,2.5%,0.2,-18.2%,-0.8,19.3%
COC(=O)C1=C2c3[nH]c4ccccc4c3CCN2C(=O)CC1,0.6%,-1.5%,-5.9%,1.2%,-0.2,11.6%,0.7,-15.4%
Cc1nc(/C(N)=N/OC(=O)c2cccc(Cl)c2)c(C(F)(F)F)o1,0.5%,1.7%,25.4%,1.0%,0.2,-20.6%,1.7,11.1%
COC(=O)Cn1c(C)c(C(C)=O)c(C(C)=O)c1C,-9.0%,5.8%,3.3%,3.8%,3.6,-14.3%,-4.3,3.6%
CCOc1ccc(C(=O)Cc2ccccc2)cc1,-4.1%,7.0%,-7.3%,-3.3%,0.6,·,1.2,-8.3%
C[C@@H]1CCCCCCCCC(=O)OCCN[C@H](C)CCCCCCCCC(=O)OCCN[C@H](C)CCCCCCCCC(=O)OCCN1,-11.9%,-3.0%,-12.1%,-17.9%,-0.6,?,-10.4,-8.1%
CN1CCC(N(C)C(=O)c2cccc(S(=O)(=O)N3CCOCC3)c2)CC1,7.5%,3.2%,-9.7%,4.0%,-0.8,·,-2.7,8.0%
CCCCCC(=O)Nc1ccc(N2CCN(CC)CC2)c(Cl)c1,-2.5%,-5.2%,-4.7%,2.7%,-3.2,19.2%,·,11.1%
CCc1cccc(NC(=O)CCS(=O)(=O)c2ccc3c(c2)NC(=O)CO3)c1,26.7µM*,0.2%,-6.7%,-13.2%,-2.4,-8.7%,-29.5,6.5%
COc1cc(C(CC(=O)Nc2ncccc2C)N2Cc3ccccc3C2=O)cc(OC)c1OC (stereo unspecified),-8.1%,-1.4%,-3.2%&-0.7%,-0.2%,2.0,-13.7%&-8.9%,0.9,-12.3%

# Part of the list above, limited to WRN helicase inh, PLK1 PBD inh and IL-2 act:
SMILES	WRN helicase inh	PLK1 PBD inh	IL-2 act
CC1=C(C(=O)OC(C)C)C(c2ccccc2)NC(=S)N1C (stereo unspecified)	3.7%	-6.0%	-4.1
Cc1ccc(S(C)(=O)=NC(=O)NC(=O)c2c(Cl)cccc2Cl)cc1 (stereo unspecified)	-26.4%	-2.9%	-0.1

# Record cards (already shown). Values in the order: PLK1 PBD inh | WRN helicase inh | Abeta yeast res | EPAC1 agonist | IL-2 act | FUS suppressor | PI5P4K alpha inh | EPAC1 antagonist
# CC1=C(C(=O)OC(C)C)C(c2ccccc2)NC(=S)N1C (stereo unspecified) in the list: -6.0% | 3.7% | 2.4% | 4.2% | -4.1 | · | -7.6 | -25.1%
# COc1ccc(OC)c(Cc2nnc(CCC(=O)N3CCN(C4CCCC4)CC3)o2)c1 in the list: -1.0% | 3.1% | -7.0% | 5.0% | 2.7 | 15.3% | 9.7 | -8.2%
# COc1cc(C(C(=O)NC2CCCC2)N(C(=O)c2snc(C(N)=O)c2N)C2CCCC2)cc(OC)c1OC (stereo unspecified) in the list: 0.5% | 5.1% | 8.7% | -6.2% | 6.0 | 19.1% | 4.4 | 4.7%
# CCOC(=O)[C@]12CCCC=C1N(Cc1cccc3ccccc13)C(=O)[C@H](CC(=O)NCc1cccc(C(F)(F)F)c1)C2 in the list: -3.4% | -7.0% | 1.7% | -11.2% | -0.9 | ? | 23.5 | -7.0%

# Screens from PubChem BioAssay.

# The order is random. About 4.1% of those tested had a hit in this group.
